Screening data deposited in PubChem by National Center for Advancing Translational Sciences (NCATS).
TbPYK inhibitor = blocks Trypanosoma brucei pyruvate kinase; TbPYK enzyme, Kinase-Glo Plus ATP luminescence, 45 min; Potency, µM (titrated, usually from 76.8 µM), without a hit: at the highest dose activity, negative = inhibition, usual class: inhibitors; AID 624173; Q57TT1; hit rate 0.12% among 410,000; active = well fitted inhibition curve with a large enough effect; inconclusive = small, poorly fitted or top-dose-only effect; note: nearly all actives have a fitted effect of over 50% in size
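Screened from lowest to highest concentration, compounds were pinned into TbPYK/substrate mixtures, and ADP (130 uM final) was added. Plates sat at room temperature for 45 min prior to Kinase-Glo Plus detection by luminescence.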
* hit, by the source's call; ? = inconclusive; [ ] = another dose, or the depositor's remark. % is set by controls: 0 for no effect and ±100 for the full control effect; potency is the fitted concentration of half-maximal effect. Only part of the results is shown (hit frequency here may not be typical).

SMILES | TbPYK inhibitor
CCNc1cc2c(cc1O)CCC1C2CCC2(C)C(O)CCC12 (stereo not drawn) | ?
COc1cccc(NC(=O)/C(C#N)=C/c2c(C)n(Cc3ccc(Cl)cc3)c3ccccc23)c1 | -2%
COc1ccc(CCNC(=O)c2ccc3c(c2)N(Cc2cccc(C)c2)C(=O)c2ccccc2S3(=O)=O)cc1OC | -8%
CCOC(=O)CNC(=O)N1CCCC(Cc2ccccc2)(C(=O)OCC)C1 (stereo not drawn) | 1%
CC(=O)O[C@@H](Cc1ccc(O)cc1)C(=O)CC(C)C | 3%
CCCOC(=O)CSc1nc(N)c(C#N)c(-c2ccco2)c1C#N | 3%
CCOc1ccc(Nc2nc3c(S(=O)(=O)c4cccc(Cl)c4)nnn3c3ccsc23)cc1 | 1%
Cc1cc(C)n(C(C)CC(=O)Nc2cccc(C#N)c2)n1 (stereo not drawn) | 5%
COC(=O)C1=C(C(=O)OC)C(C(=O)OC)N2C=CC=CC2=C1C(=O)OC (stereo not drawn) | 0%
CC(=O)c1cc(-c2ccc(F)cc2)n(CC(=O)NC2CCCCCC2)c1C | -1%[15.4 µM]
CCOC(=O)[C@]12CCC=C1N(Cc1cccc3ccccc13)C(=O)[C@H](CC(=O)NCCC(C)C)C2 | 3%
CNc1ncnc2c1ncn2[C@H]1CN(Cc2ccco2)C[C@@H](CO)O1 | -1%
CCOC(=O)c1c(NC(=O)c2nc(SCC)ncc2Cl)sc(C(C)=O)c1C | 2%
COc1ccccc1N1CCN(CCN2C(=O)CC(=C3c4ccccc4-c4ccccc43)C2=O)CC1 | 3%
COc1ccc(C(=O)N2CCCCC2c2cc(C(=O)Nc3ccccc3)no2)cc1 (stereo not drawn) | -4%
O=C1NC[C@@H](CCCCN2C[C@H](Cc3ccc(O)cc3)N(Cc3ccccc3)C(=O)C2=O)N(CC2CCCCC2)C1=O | -2%
COc1cccc(NC(=O)Cn2c(=O)n(Cc3ccccc3)c(=O)c3c2c2cc(C)ccc2n3C)c1 | -11%
C/C(Cn1cnc([N+](=O)[O-])n1)=N\NC(=O)c1ccccc1F | 3%
CCNC(=O)C1CCCN(C(=O)c2ccc(OC)cc2OC)CC1 (stereo not drawn) | 1%
Cc1c(C(=O)OCc2ccccc2)[nH]c2c1C(=O)CC(c1ccc(C(C)(C)C)cc1)C2 (stereo not drawn) | -4%

Random excerpt: 3 compounds from above
SMILES | TbPYK inhibitor
CCNC(=O)C1CCCN(C(=O)c2ccc(OC)cc2OC)CC1 (stereo not drawn) | 1%
O=C1NC[C@@H](CCCCN2C[C@H](Cc3ccc(O)cc3)N(Cc3ccccc3)C(=O)C2=O)N(CC2CCCCC2)C1=O | -2%
CCOC(=O)c1c(NC(=O)c2nc(SCC)ncc2Cl)sc(C(C)=O)c1C | 2%

The main list resumes with the 4 entries that preceded the break.
SMILES | TbPYK inhibitor
COc1cccc(NC(=O)Cn2c(=O)n(Cc3ccccc3)c(=O)c3c2c2cc(C)ccc2n3C)c1 | -11%
C/C(Cn1cnc([N+](=O)[O-])n1)=N\NC(=O)c1ccccc1F | 3%
CCNC(=O)C1CCCN(C(=O)c2ccc(OC)cc2OC)CC1 (stereo not drawn) | 1%
Cc1c(C(=O)OCc2ccccc2)[nH]c2c1C(=O)CC(c1ccc(C(C)(C)C)cc1)C2 (stereo not drawn) | -4%
CCOC(=O)c1cc2nc(OCC)nc(OCC)c2[nH]1 | 13%
NC(=O)N/C=C1\CCCOC1=O | -13%
CN(C)c1ccc(CNC(=O)c2ccc3nc(Cc4ccccc4)oc3c2)cc1 | -2%
CCCNC(=O)N1[C@H](c2ccc(C)s2)[C@@H](C)C(=O)[C@@H](C)[C@@H]1c1ccc(C)s1 | -11%
O=[N+]([O-])c1ccc2c(c1)-c1ccccc1C2O (stereo not drawn) | 16µM*
Cc1ccc(Cl)cc1Nc1nn2c(=O)c3ccc(C(=O)NCc4cccs4)cc3nc2s1 | 4%
CC(=O)NCCNC(=O)C1Cc2c(-c3ccc(Cl)cc3)ccnc2O1 (stereo not drawn) | -2%
Cc1ccc(NC(=O)Cn2c(C)cc(C)c(C#N)c2=O)cc1 | -9%
COc1ccc(OC)c(C2C(C(=O)c3ccc(C)o3)=C(O)C(=O)N2CCCN2CCOCC2)c1 (stereo not drawn) | -2%
Cc1c(C)c2c(cc(C)c3c(-c4ccc(Br)cc4)coc32)oc1=O | -3%
CC(=O)N1CCC(N(Cc2ccc(C)o2)C(=O)Nc2ccccc2F)CC1 | 0%
CCCC(=O)N1CCC1(C)C(=O)NS(=O)(=O)c1ccc(Cl)cc1 (stereo not drawn) | -2%
CCC(CC)C(=O)Nc1cc(-c2cn3cccnc3n2)ccc1OC | 2%
COc1cc(C(C)=O)ccc1OCC(=O)Nc1cc(S(=O)(=O)N2CCOCC2)ccc1N1CCCC1 | -7%
Cc1ccc(CNC(=O)C(=O)Nc2c3c(nn2-c2ccc(F)cc2)CSC3)cc1 | 1%
O=C(COC(=O)c1cc(-c2cccs2)nc2ccccc12)c1ccc(Cl)cc1 | 1%
CCCc1nc2c3ccccc3ccn2c1Cc1ccc(OC)cc1C | 3%
O=C(COC(=O)CSc1ccccc1)NC1CCS(=O)(=O)C1 (stereo not drawn) | -7%
Cn1cccc1C(=O)N1CCC[C@@]2(CCN(c3ccccc3)C2)C1 | 9%
O=C(Cn1ncc2c3ccccc3n(Cc3cccc(Cl)c3)c2c1=O)NCCCc1ccccc1 | -1%
COc1ccc2oc(-c3cccc(NC(=O)c4sc5c([N+](=O)[O-])cccc5c4Cl)c3)nc2c1 | 4%
CCN(CC)CCNC(=O)c1ccc2c(=O)n3nc(Nc4ccccc4OC)sc3nc2c1 | -8%
CCOc1ccc(S(=O)(=O)NCC(c2ccco2)S(=O)(=O)c2ccc(C)cc2)cc1 (stereo not drawn) | 1%
NC(=O)Cn1c(=O)n(CCCCCC(=O)NCc2ccc(F)cc2)c(=O)c2sccc21 | -5%
Cc1ccc2nc(NC(=O)CSc3ncc(C(=O)Nc4ccccc4)c(=O)n3C)sc2c1 | -8%
Cc1ccc(OCC(=O)Nc2cccc(-c3nc4ccccc4o3)c2C)cc1C | 1%
COc1ccccc1N(CC(=O)N1CCC(C)CC1)S(=O)(=O)c1ccc(C)cc1 | 8%
COc1cccc(N2C(=O)N(CC(=O)NCc3cccc(OC)c3OC)c3ccccc3S2(=O)=O)c1 | 1%
COc1ccccc1CN1C(=O)C(=O)c2cccc(C)c21 | 1%
COc1ccc(-c2nn(-c3ccccc3)cc2C(=O)N(C)CC(=O)Nc2ccccc2Br)cc1 | 1%
Cc1noc(C)c1-c1ccc(C(=O)NCCN2CCOCC2)c2occc12 | -7%
COc1ccc(Cn2c(=O)c3oc4ccccc4c3n(CC(=O)Nc3cc(C)cc(C)c3)c2=O)cc1 | 8%
COCC(=O)N1CCC2(CCCN(Cc3nccs3)C2)CC1 | 1%
Cc1ccccc1CNC(=O)Cc1ccc(NC(=O)N2CCCCc3ccccc32)cc1 | -1%
CCN(CC(=O)Nc1c(F)cccc1F)C(=O)CCCSc1nc2ccccc2[nH]1 | 0%
Cc1cc2nn(-c3ccc(F)cc3)nc2cc1NC(=O)c1cc(Cl)ccc1Cl | -3%
CC1=CC(=O)C=CC1=Nc1ccc(N(C)C)cc1 | 35µM*
COCCN1C(=O)c2oc3cc(C)c(C)cc3c(=O)c2C1c1ccc(O)cc1 (stereo not drawn) | -2%
CC(=O)NC(c1ccccc1)c1nc(-c2cncnc2)cs1 (stereo not drawn) | -6%
COc1ccc2nc(N(Cc3cccnc3)C(C)=O)sc2c1 | -5%

Grouped by structure, the compounds so far containing bromine
SMILES | TbPYK inhibitor
Cc1c(C)c2c(cc(C)c3c(-c4ccc(Br)cc4)coc32)oc1=O | -3%
COc1ccc(-c2nn(-c3ccccc3)cc2C(=O)N(C)CC(=O)Nc2ccccc2Br)cc1 | 1%

Next part:
SMILES | TbPYK inhibitor
C=C(C)c1nc(Oc2ccccc2)nc(Oc2ccccc2)n1 | -1%
CCCSCCCNC(=O)CN1C(=O)CCn2nc(-c3cn(C)c4ccccc34)cc21 | -2%
CCCCCn1c(CNC(=O)c2ccccc2)nc2ccccc21 | -4%
COc1cc(Cl)c(C)cc1NC(=O)CC1Oc2ccccc2NC1=O (stereo not drawn) | -10%
CC1([N+](=O)[O-])COP(=O)(NC2CCCC2)OC1 (stereo not drawn) | 1%
Cc1ccc(Cn2cc(S(=O)(=O)c3ccc(Cl)cc3)c(=O)c3cc4c(cc32)OCO4)cc1 | 4%
COc1ccc(C(C)(O)c2nc(-c3cncnc3)cs2)cc1 (stereo not drawn) | 4%
O=C(NCc1cccc(Cl)c1)c1ccc(-c2ccc(F)c(F)c2)c2ccoc12 | 0%
C[C@@H]1Cc2[nH][nH]c(=O)c2[C@H](C)O1 | 6%
COc1ccc(C(NC(=O)C2CCN(CCOc3ccc(Cl)cc3Cl)CC2)c2cccs2)cc1 (stereo not drawn) | 4%
CCOc1ccccc1C=C1SC(=S)N(CC)C1=O | 5%
CCOc1ccccc1Nc1nc(-c2cccc(Cl)c2)c2c(n1)-c1ccccc1OC2 | 5%
Cc1ccc(NC(=O)Cn2c(-c3ccc4c(c3)OCO4)cn(-c3ccccc3)c2=O)cc1C | 1%
Cc1cc(C)cc(C(O)c2ncc(-c3ccc(F)cc3)[nH]2)c1 (stereo not drawn) | 0%
CC(C)c1nn2c(=O)cc(COC(=O)c3cccc(NC(=O)c4cccs4)c3)nc2s1 | 0%
O=C(O)Cn1nc(N2CCN(c3ccccc3)CC2)ccc1=O | -5%
O=C1c2ccccc2-c2ccccc2NC1O (stereo not drawn) | -7%
COc1ccc(N2CC(NC(=O)C(=O)c3c(C)[nH]c4ccccc34)CC2=O)cc1 (stereo not drawn) | -2%
COc1ccc(C)cc1S(=O)(=O)N1CCCC(N2CCN(c3ccccc3)CC2)C1 (stereo not drawn) | 4%
COC(=O)NCC(c1cccnc1)N1CCN(c2ccc(F)cc2)CC1 (stereo not drawn) | -6%
COc1ccc(C2c3c(oc4ccccc4c3=O)C(=O)N2Cc2ccc3c(c2)OCO3)cc1 (stereo not drawn) | 2%
COc1ccc(-c2nc3sc(CCNC(=O)Cc4ccccc4)c(C)n3n2)cc1 | 12%
COc1ccc(CN2CCCN(CC(=O)Nc3cc(C)ccc3C)S2(=O)=O)cc1 | -3%
Cc1ccc(NC(=O)CSc2nc3ccc(NC(=O)CCc4ccccc4)cc3s2)c(C)c1 | -4%
O=C(Nc1cccc(C(=O)NC2CC2)c1)c1ccccc1 | -3%
CC(OC(=O)c1ccc(NC(=O)CC#N)cc1)C(=O)Nc1ccc(S(=O)(=O)N2CCCC2)cc1 (stereo not drawn) | 5%
Cc1ccccc1Cn1c(CN2CCCC(C)C2)nc2c1c(=O)n(C)c(=O)n2C (stereo not drawn) | 2%
COc1ccc2[nH]c(=O)c(-c3nnn(-c4ccc(F)cc4)n3)cc2c1 | -7%
Cc1cc(C(=O)N2CCC2(C)C(=O)O)nn1C(C)(C)C (stereo not drawn) | -4%
CC(C)C[C@@H](CN)NC(=O)c1nc[nH]c1C(=O)N[C@@H](Cc1c[nH]c2ccccc12)C(=O)CNC[C@H](C)NC(=O)c1nc[nH]c1C(=O)N[C@@H](CC(=O)O)C(=O)O | -5%
C[C@H](O)[C@@H]1C(=O)N2CCc3ccc(-c4cccc(F)c4)cc3[C@@H]2C[C@@H]1N(C)S(=O)(=O)c1ccccc1 | 4%
COc1cccc(CNC(=O)C2CCN(S(=O)(=O)c3cn(C)cn3)CC2)c1 | -5%
CCCCN1C[C@H](CSC)[C@@H](CC(=O)Nc2ccc(OC)cc2)C1=O | -9%
Cc1cccc(C)c1-n1nnnc1C(C1CC1)N1CCN(C/C=C/c2ccccc2)CC1 (stereo not drawn) | -1%
O=C1NC(c2cccc3ccccc23)Nc2ccccc21 (stereo not drawn) | -3%
COc1ccc(C(C#N)=C2C=CC(=NO)c3ccccc32)cc1 | 2%
O=C(O)Cn1nnc(-c2ccccc2)c1COc1ccccc1 | -5%
CCOC(=O)CNC(=O)C1(NC(=O)CNC(=O)OCc2ccccc2)CCCC1 | -20%
CN(c1ncnc2c1c(-c1ccccc1)cn2-c1cccc(Cl)c1)C1CCCCC1 | 4%
CN(C(=O)c1ccc(NC(=O)Cc2cccc(NC(=O)C3CCN(C(=O)C4CCCC4)CC3)c2)cc1)C1CC1 | -1%
Cc1ccc2oc(=O)c3cc(C(=O)N4CCN(c5ccccc5)CC4)sc3c2c1 | -6%
COc1ccc(C(c2nnnn2CS(=O)(=O)c2ccc(C)cc2)N2CCN(Cc3ccccc3)CC2)cc1 (stereo not drawn) | 3%
CCCOC(=O)CSc1nnc(-c2ccccc2)o1 | 3%
COc1cccc(NC(=O)CSc2nnc3scc(-c4ccc(Cl)cc4)n23)c1 | -12%
CCCCOC(=O)c1ccc(NC(=O)c2csnn2)cc1 | -1%
Fc1cccc(CSc2ncnc3c2ncn3C2CCCCO2)c1 (stereo not drawn) | 12%
CCOc1ccccc1NC(=O)Nc1nnc(N2CCCCCC2)s1 | 1%
Fc1ccc(-n2nc(-c3ccccc3)c3cnc4ccccc4c32)cc1Cl | 1%
COc1cc(NC(=O)COCc2cc(-c3ccc4c(c3)OCO4)on2)c(OC)cc1Cl | 0%
O=C(NC(Cc1nn[nH]n1)C(=O)OCc1ccccc1)OCc1ccccc1 (stereo not drawn) | 0%
CCOC(=O)C1=C(C)N=C2SCCC(=O)N2C1c1ccc(OCc2ccccc2)cc1 (stereo not drawn) | 0%
